Source: PubChem
ANO1 block = inhibitors of mouse TMEM16A calcium-activated chloride channel | Q8BHY3 | HEK293 TMEM16A/YFP iodide influx fluorescence, ionomycin | normalized B-score (activity score, 25-100; higher = stronger inhibition) at 10 µM | 310,000 compounds, 1.2% hits;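 active means ratio plate-corrected score three or more library SD toward inhibition, starting fluorescence score within five deviations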;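 further: score derived from kinetic fluorescence span divided by baseline fluorescence per well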
TRPC6 inhibitor = blocks the mouse TRPC6 cation channel. B-score at 10 µM. Q61143. 310,000 compounds, 1.1% hits. HEK293-TRPC6, membrane potential dye, ACh-evoked depolarization; stronger effect = lower value. AID 2553;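 active means B-score under library mean minus 3 SD, initial fluorescence not abnormally high, positive integrated signal ratio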;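 further: B-score derived from integrated fluorescence ratio over the kinetic read; more negative B-score means stronger inhibition of depolarization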
RGS4 pot = RGS4 potentiation or activation | HEK293 M3R/inducible RGS4, carbachol calcium flux Fluo4; stronger effect = lower value | B-score at 10 µM | 310,000 compounds, 0.92% hits;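 active means B-score of the integrated calcium signal more than 4 SD below the library mean, with starting fluorescence not abnormally high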;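 further: negative B-score means reduced calcium response which marks RGS4 activation or potentiation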
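System – HEK293 FlpIn-TREx cells, stable M3R, doxycycline-inducible RGS4 · Reagent – ECmax carbachol challenge · Times – compound preincubation 20 min at room temperature before agonist · Technique – Fluo4 fluorescence kinetic imaging of calcium · Measure – B score of integrated Fluo4 ratio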
HDAC3 inh = blocks human histone deacetylase 3 | O15379 | recombinant HDAC3, fluorogenic peptide/trypsin coupled, fluorescence | inhibition, % at 8.3 µM | 320,000 compounds, 0.15% hits; in the data active means inhibition above about 26%, passing the limit was not always enough; inconclusive means no clear call, values can overlap the other calls
Target sequence (O15379 whole entry, looked up): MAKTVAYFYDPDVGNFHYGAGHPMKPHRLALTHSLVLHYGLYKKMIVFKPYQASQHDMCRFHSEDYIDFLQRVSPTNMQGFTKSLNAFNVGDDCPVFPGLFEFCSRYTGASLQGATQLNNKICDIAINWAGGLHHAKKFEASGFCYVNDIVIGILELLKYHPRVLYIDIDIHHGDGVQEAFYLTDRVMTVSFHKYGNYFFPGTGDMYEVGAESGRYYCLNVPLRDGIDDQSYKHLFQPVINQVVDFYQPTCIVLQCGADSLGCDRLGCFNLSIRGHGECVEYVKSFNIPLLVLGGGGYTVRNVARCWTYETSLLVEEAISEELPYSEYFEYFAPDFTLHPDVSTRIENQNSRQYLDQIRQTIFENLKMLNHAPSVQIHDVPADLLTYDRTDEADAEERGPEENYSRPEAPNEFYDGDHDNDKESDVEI
MrgX1 allo act = allosterically activates human MrgX1 receptor signaling; MrgX1-HEK293, Fluo-4 calcium flux, FDSS; stronger effect = higher value; B-score at 10 µM; 310,000 compounds, 0.63% hits; Q96LB2;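 active means plate-corrected calcium response at least 3 library SD above typical, normal starting fluorescence, not activating the receptor alone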;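 further: compound read alongside a low EC10 to EC30 dose of BAM8-22 agonist; peak minus trough fluorescence over baseline measured at the second addition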
Target sequence (Q96LB2 whole entry, looked up): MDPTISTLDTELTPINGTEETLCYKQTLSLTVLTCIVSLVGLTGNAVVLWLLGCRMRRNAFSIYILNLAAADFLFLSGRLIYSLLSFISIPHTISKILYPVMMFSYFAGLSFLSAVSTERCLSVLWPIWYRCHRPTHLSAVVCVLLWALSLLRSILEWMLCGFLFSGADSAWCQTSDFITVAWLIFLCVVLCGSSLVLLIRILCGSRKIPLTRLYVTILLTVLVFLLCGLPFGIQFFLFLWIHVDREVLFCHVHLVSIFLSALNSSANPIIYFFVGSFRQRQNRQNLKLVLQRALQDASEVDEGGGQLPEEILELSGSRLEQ
MrgX1 ag = human MrgX1 receptor agonism, primary screen; Q96LB2; MrgX1-HEK293 cells, Fluo-4 calcium fluorescence, agonist mode; stronger effect = higher value; B-score at 10 µM; 310,000 compounds, 0.44% hits;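 active means calcium response B-score plate-corrected fluorescence ratio at least 3 library SD, with starting fluorescence B-score inside 5 SD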
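Material: MrgX1-expressing HEK293 cells / Dosing: compound as first of three additions / Incubation: overnight seeding, then 1 h dark dye loading / Signal: Fluo-4 NW calcium fluorescence / Evaluation: B-scored fluorescence response ratio / Benchmarks: positive and negative control wells on each plate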
MrgX1 antagonist = human MrgX1 receptor antagonism, primary screen; 310,000 compounds, 1.3% hits; MRGX1-HEK293 calcium flux, Fluo-4, BAM8-22 antagonism; stronger effect = lower value; Q96LB2; B-score at 10 µM;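 active means calcium-response B-score plate-corrected more than 3 library SD below zero, starting fluorescence within 5 deviations, no agonist response on first addition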;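 further: peak minus trough fluorescence over baseline after final BAM8-22 challenge near maximal dose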
TRPC6 act = activators of mouse TRPC6 channel; 310,000 compounds, 0.13% hits; Q61143; B-score at 10 µM; HEK293-TRPC6 membrane potential dye fluorescence; stronger effect = higher value; AID 2550;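 active means B-score of the integrated fluorescence ratio above library mean plus 3 SD, and starting fluorescence ratio within library mean plus 5 SD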;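 further: higher score means more depolarization so channel activation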
TMEM16A act = activates or potentiates the mouse TMEM16A chloride channel | Q8BHY3 | HEK293 TMEM16A/YFP-H148Q/I152L, iodide quench fluorescence; stronger effect = lower value | B-score at 10 µM | 340,000 compounds, 0.3% hits | AID 623877;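 active means fluorescence-ratio B-score plate-corrected deviation score at least 3 library SD below zero, with starting fluorescence score within 5 deviations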;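 further: channel opened by trigger with iodide after compound preincubation; score built on the fluorescence ratio of max minus min over baseline; more negative score means more quench and so TMEM16A activation or potentiation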
RGS4 block = human RGS4 inhibition; P49798; HEK293 M3R/RGS4 inducible, Fluo-4 calcium flux; stronger effect = higher value; triggered by carbachol at its EC20; B-score at 10 µM; 310,000 compounds, 0.45% hits; AID 463165;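 active means B-score, a plate-corrected calcium signal, over three deviations above library mean, with baseline fluorescence within five deviations of library mean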;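 further: RGS4 expression induced by doxycycline in cells with stable M3 receptor; B-score is computed from the integrated fluorescence ratio over baseline after carbachol; higher B-score means a larger calcium signal and so more RGS4 inhibition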
Target sequence (P49798 whole entry, looked up): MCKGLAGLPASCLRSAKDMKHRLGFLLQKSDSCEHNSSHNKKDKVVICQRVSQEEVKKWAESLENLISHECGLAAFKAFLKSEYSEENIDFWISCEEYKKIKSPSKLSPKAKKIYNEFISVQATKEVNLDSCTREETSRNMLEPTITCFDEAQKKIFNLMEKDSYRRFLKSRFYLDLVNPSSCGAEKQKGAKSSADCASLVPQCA
SKKanGAS inh = blocks kanamycin growth of S. pyogenes SKKanGAS strain; BacTiter-Glo, 6 h; inhibition, % at 7.5 µM; 300,000 compounds, 1.3% hits; AID 1662;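 active means mean replicate score, as percent of positive control median, at least 50; inconclusive means mean below 50 but one replicate at or above 50; inactive means mean and every replicate below 50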;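 further: strain carries kanamycin resistance gene driven by streptokinase promoter and grows in 40 µg/ml kanamycin; loss of luminescence reflects streptokinase promoter inhibition or plain growth inhibition; 0% = median of DMSO wells and 100% = positive control at its reference dose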
Numbers without * were called inactive; i = inactive; u = inconclusive; x = not tested or not shown. This is a random part of the collection. Share with any hit: about 6.7%.

Molecule	TRPC6 act	RGS4 pot	ANO1 block	RGS4 block	HDAC3 inh	TMEM16A act	MrgX1 antagonist	TRPC6 inhibitor	MrgX1 ag	MrgX1 allo act	SKKanGAS inh
CC1CCCC(C)N1C(=O)c1ccc2c(c1)S(=O)(=O)c1ccccc1C2=O (stereo unspecified)	i	i	i	i	0	i	i	i	i	i	-6
CCOC(=O)c1c(NC(=O)CN(C)C2CCN(C)CC2)sc(C(=O)Nc2ccccc2)c1C	i	i	i	i	2	i	i	i	i	i	14
CCOC(=O)C1(C)/C(=N/Nc2ccccc2OC)C(=O)C(=O)N1c1ccccc1 (stereo unspecified)	i	i	i	i	11	i	i	-8.1*	i	i	x
O=C1CN(C(=O)C2CC2)c2ccccc2N1	i	i	i	i	10	i	i	i	i	i	1
O=C(N1CCN(c2ccccc2)CC1)C(F)(F)C(F)F	i	i	i	i	0	i	i	i	i	i	-1
COc1ccc(C)cc1Nc1n[n+](-c2ccccc2)c(-c2cccc(Cl)c2Cl)s1	i	i	i	i	10	i	i	i	i	i	5
Cc1ccc(S(=O)(=O)c2c(CO)c(-c3ccccc3)nn2C)cc1	i	i	i	i	2	i	i	i	i	i	-2
CCN(c1ccccc1)S(=O)(=O)c1ccc(NCC2COc3ccccc3O2)nc1 (stereo unspecified)	i	i	i	i	8	i	i	i	i	i	4
Cc1nc2ccc(Br)cc2c2c1CC(CO)O2 (stereo unspecified)	i	i	i	i	12	i	i	i	i	i	0
COc1ccc2c(c1)[nH]c1c(=O)n(CCc3cnc[nH]3)cnc12	i	i	i	i	7	i	i	i	i	i	100*
COc1ccc(-c2nc3n(c2C)Cc2ccccc2-3)cc1	i	i	i	i	-55	i	i	-6.2*	i	i	3
CCOc1ccc(CCNC(=O)CCNC(=O)c2ccc(Br)cc2)cc1OCC	i	i	i	i	1	i	i	i	i	i	-1
N#Cc1c(NCc2ccccc2)ccnc1Cl	i	i	i	i	6	i	i	i	i	i	2
COc1ccc(CC(=O)NNS(=O)(=O)c2ccccc2[N+](=O)[O-])cc1	i	i	i	i	-3	i	i	i	i	i	-2
CC(CN1CCCCC1)OC(=O)C1c2ccccc2Oc2ccccc21 (stereo unspecified)	i	i	i	i	2	i	i	i	i	i	-9
COc1ccc(-c2[nH]ncc2CN2CCC(C(=O)N3CCOCC3)CC2)c(F)c1	i	i	i	i	-4	i	i	i	i	i	-2
N#Cc1nc(-c2ccco2)oc1NCCCn1ccnc1	i	i	i	i	-20	i	i	i	i	i	0
CCOc1ccc(N(C(=O)C2CCCO2)C2C=CS(=O)(=O)C2)cc1 (stereo unspecified)	i	i	i	i	2	i	i	i	i	i	-1
Cc1onc(-c2ccccc2)c1C(=O)N/N=C(\N)COc1ccc(Cl)cc1	i	i	i	i	0	i	i	i	i	i	-15
Cc1cc(C)cc(OCC(=O)N2N=C(c3cccnc3)CC2(O)C(F)(F)F)c1 (stereo unspecified)	i	i	i	i	3	i	i	i	i	i	7
CCC1(C)Cc2c(sc(NC(=O)CCC(=O)O)c2C#N)CO1 (stereo unspecified)	i	i	i	i	-6	i	i	i	i	i	3
Cc1cccc(C)c1OCc1nnc2c3cnn(C)c3ncn12	i	i	i	i	-2	i	i	i	i	i	4
CCCn1nc(Oc2nc(NC(C)C)nc(N(C)C)n2)ccc1=O	i	i	i	i	-1	i	i	i	i	i	0
CN(C)NC(=S)NC1CCS(=O)(=O)C1 (stereo unspecified)	i	i	i	i	-5	i	i	i	i	i	-4
CC(NC(=O)CSc1nnc(CC(=O)Nc2ccc(Cl)c(Cl)c2)n1C)c1ccccc1 (stereo unspecified)	i	i	i	i	1	i	i	i	i	i	-6
COc1ccc(NC(=O)Cn2cc(C(C)=O)c3ccccc32)cc1	i	i	i	i	-5	i	i	i	i	i	7
Cn1c(CN2CCCCC2)nc2cc(NS(=O)(=O)c3ccc(Cl)cc3)ccc21	i	i	i	i	5	i	i	i	i	i	0
N#C/C(=C\c1ccc([N+](=O)[O-])cc1)C(=O)NCCCn1ccnc1	i	i	i	i	7	i	i	i	i	i	0
CCCCCn1c(=O)[nH]c2cc(C(=O)NCCN3CCCCC3C)ccc2c1=O (stereo unspecified)	i	i	i	i	3	i	i	i	i	i	-6
O=C1CC(N2CCN(C/C=C/c3ccccc3)CC2)C(=O)N1Cc1ccc(N2CCCC2=O)cc1 (stereo unspecified)	i	i	i	i	-7	i	i	i	i	i	7
C[C@H](C(O)c1ccccc1)N(C)C(=O)CN (stereo partly specified)	i	i	i	i	2	i	i	i	i	i	3
Cc1nn(C)c(Oc2cccc(Cl)c2)c1C#N	i	i	i	i	-7	i	i	i	i	i	2
Cc1nn(Cc2ccc(C(=O)NC3CCCCC3)o2)c(C)c1Br	i	i	i	i	1	i	i	i	i	i	4
COc1ccccc1NC(=O)C(O)C(O)C(=O)Nc1ccccc1OC (stereo unspecified)	i	i	i	i	-1	i	i	i	i	i	-12
COc1ccc(Cl)cc1C(=O)NNC(=O)C1COc2ccccc2O1 (stereo unspecified)	i	i	i	i	-4	i	i	i	i	i	-3
CS(=O)(=O)c1ccc2nc(NC(=O)CS(=O)(=O)Cc3ccccc3)sc2c1	i	i	i	i	-1	i	i	i	i	i	9
CC(C)CC(=O)NC(=S)Nc1ccc(S(=O)(=O)N2CCCC2)cc1	i	i	i	i	0	i	i	i	i	i	-2
CCOCCCNC(=S)NCCCNc1nc2ccc(C)cc2cc1C#N	i	i	i	i	-17	x	i	i	i	i	x
COc1ccc(-c2csc3ncn(-c4cccc(C)c4)c(=O)c23)cc1OC	i	i	i	i	-1	i	i	i	i	i	1
CCNCc1nc2cc(Cl)ccc2c(=O)[nH]1	i	i	i	i	-3	i	i	i	i	i	-10
Cc1ccc(S(=O)(=O)CCC(=O)c2ccc(F)cc2)cc1	i	i	i	i	1	i	i	i	i	i	-6
CN(C)S(=O)(=O)c1cccc(C(=O)NCc2ccco2)c1	i	i	i	i	2	i	i	i	i	i	-9
CC(=O)Oc1ccc2c(=O)c(N3C(=O)c4ccccc4C3=O)c(C)oc2c1	i	i	i	i	-2	i	i	i	i	i	5
CC(C(=O)Nc1ccccc1-c1ccccc1)N1CCCCC1 (stereo unspecified)	i	i	i	i	6	i	i	i	i	i	-11
Cn1cnc([N+](=O)[O-])c1Sc1n[nH]c(N)n1	i	i	i	i	3	i	i	i	i	i	-3
COc1ccccc1NC(=O)Nc1ccc(CC#N)cc1	i	i	i	i	x	i	i	i	i	i	-6
Cc1[nH][nH]c(=O)c1N=Nc1ccccc1	i	i	i	i	6	i	i	i	i	i	-5
Cc1cc(NS(=O)(=O)c2ccc(NC(=O)CSc3nnc(-c4ccco4)n3Cc3ccco3)cc2)nc(C)n1	i	i	i	i	-1	i	i	i	i	i	3
NCC(c1ccc(Cl)cc1Cl)c1c[nH]c2ccccc12 (stereo unspecified)	i	i	i	i	-2	i	i	i	i	i	0
Cc1nc(=O)c(-c2ccccc2)c(C)n1-c1ccccc1Cl	i	i	i	i	-2	i	i	i	i	i	1

Additional compounds follow.
Molecule	TRPC6 act	RGS4 pot	ANO1 block	RGS4 block	HDAC3 inh	TMEM16A act	MrgX1 antagonist	TRPC6 inhibitor	MrgX1 ag	MrgX1 allo act	SKKanGAS inh
CCn1c(=O)c2cc(C(=O)NCCN(C)C)sc2c2ccccc21	i	i	i	i	-39	i	i	i	i	i	3
N#CC(c1ccc(F)cc1)c1ccc(C(=O)c2ccc(F)cc2)cc1 (stereo unspecified)	i	i	100*	i	3	i	i	-7.4*	i	i	3
O=C(Nc1ccccc1)c1cccc(N2C(=O)C3C4C=CC(C4)C3C2=O)c1 (stereo unspecified)	i	i	i	i	-7	i	i	i	i	i	-2
CC(C)CC(=O)NC(=S)Nc1ccc(NC(=O)c2cccs2)cc1	i	i	i	i	-9	i	i	i	i	i	6
CCn1cc(C(=O)NC(C)C23CC4CC(CC(C4)C2)C3)cn1 (stereo unspecified)	i	i	i	i	5	i	i	i	i	i	-2
Cc1cccc(NC(=O)CN2C(=O)COc3ccc(Cl)cc32)c1C	i	i	i	i	-3	i	i	i	i	i	-1
CCOC(=O)N1CCN(S(=O)(=O)c2ccc(NC(C)=O)cc2)CC1	i	i	i	i	6	i	i	i	i	i	4
COc1cc(/C=C/C(=O)Nc2nnc(CC(C)(C)C)s2)cc(OC)c1OC	i	i	i	i	2	i	i	i	i	i	1
O=C(O)C1C2C=CC(O2)C1C(=O)Nc1ccc(S(=O)(=O)Nc2ccccc2)cc1 (stereo unspecified)	x	x	i	x	3	i	i	x	i	i	x
CCOC(=O)N1CCC(NC(=O)c2cc(C(=O)NC3CCN(Cc4ccccc4)CC3)ccc2CO)CC1	i	i	i	i	2	i	i	i	i	i	-25
COC(=O)C(C(=O)Nc1cccc(Cl)c1C)C1CCCC1 (stereo unspecified)	i	i	i	i	u	i	i	i	i	i	-6
O=c1[nH]c(Cc2cccs2)nc2ccccc12	i	i	i	i	-2	i	i	i	i	i	-6
Cc1ccc(S(=O)(=O)N2CCOCC2)cc1C(=O)N1CC(C)OC(C)C1 (stereo unspecified)	i	i	i	i	4	i	i	i	i	i	-1
CN(C)CCNc1ccc(-c2n[nH]c(=O)c3ccccc23)cc1[N+](=O)[O-]	i	i	x	i	x	i	x	i	x	x	-10
O=C(NCCSc1c[nH]c2ccccc12)C1CC1	i	i	i	i	0	i	i	i	i	i	1
CCCCNC(=O)c1cn(CC)c2ccc(S(=O)(=O)N3CCCCCC3)cc2c1=O	i	i	i	i	-2	i	i	i	i	i	-4
CC(O)C(=O)N/N=C/c1cccc2ccccc12 (stereo unspecified)	i	i	x	i	x	i	x	i	x	x	7
Cc1nc2ccccn2c1C(=O)NNC(=O)Nc1cccc(C(F)(F)F)c1	i	i	i	i	0	i	i	i	i	i	12
